# KKLEB cytotox – reduces viability of KKLEB cystic fibrosis airway cells; KKLEB CF airway cells viability, ATPlite luminescence, overnight; hits give low values; cells stimulated with P. aeruginosa culture filtrate; activity change (cytotoxicity), % at 5 µM; 360,000 tested, 0.36% active; AID 602141;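 active means corrected activity change at or below -50% at 5 µM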
# TWEAK-Fn14 inh – blocks TWEAK-Fn14 interaction in a reporter cell assay; inhibition, % at 10 µM; 360,000 tested, 2% active; TWEAK-stimulated Fn14 reporter cells, luciferase luminescence, 8 h; AID 1159606; in the data active means inhibition above about 50%
# NR2E3 ag-1 – activates human NR2E3 receptor; Q9Y5X4; CHO-S Gal4-NCOR/VP16-NR2E3 two-hybrid, luciferase; inhibition of corepressor binding, % at 3.98 µM; 360,000 tested, 0.35% active; AID 602229;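 active means inhibition above the mean of all tested compounds plus 3 SD, cut at about 70% in these data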;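 further: 0% = DMSO with NR2E3 transfected cells and 100% = cells lacking NR2E3 construct; higher means lower luciferase signal from less NR2E3 corepressor binding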
# Target sequence (Q9Y5X4 whole entry, looked up, the tested form may be a part): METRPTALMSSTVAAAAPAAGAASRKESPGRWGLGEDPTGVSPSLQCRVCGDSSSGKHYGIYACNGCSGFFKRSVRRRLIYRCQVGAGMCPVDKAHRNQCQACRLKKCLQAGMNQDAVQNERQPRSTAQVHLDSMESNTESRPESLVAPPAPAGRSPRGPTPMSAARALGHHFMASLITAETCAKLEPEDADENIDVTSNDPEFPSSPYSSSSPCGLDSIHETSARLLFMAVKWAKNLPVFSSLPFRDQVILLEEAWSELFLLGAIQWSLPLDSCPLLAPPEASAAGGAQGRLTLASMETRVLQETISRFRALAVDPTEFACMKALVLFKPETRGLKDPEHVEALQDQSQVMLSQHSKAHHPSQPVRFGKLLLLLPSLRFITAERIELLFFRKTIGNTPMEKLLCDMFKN
# CF NFkB block – blocks PAF-induced NF-kB reporter in cystic fibrosis cells; 360,000 tested, 0.86% active; KKLEB NF-kB-GFP reporter, GFP fluorescence overnight; inhibition, % at 5 µM;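 active means at least 50% inhibition at 5 µM, scaled per plate between neutral and stimulator controls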;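 further: PAF is a Pseudomonas aeruginosa culture filtrate used as stimulus; plate controls were PAF-stimulated DMSO wells for no effect and unstimulated DMSO wells for full effect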
# NR2E3 ag-2 – NR2E3 (human) agonism; Q9Y5X4; GST-NR2E3/biotin-RetCOR TR-FRET, 1536-well; inhibition of corepressor binding, % at 4.78 µM; 320,000 tested, 0.12% active; AID 2300;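 active means percent inhibition above the cutoff of mean plus 3 SD of all tested compounds, set per screening campaign, cut at about 20% in these data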;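 further: 0% = DMSO wells and 100% = biotin wells as full block of FRET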
#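 system = GST-tagged NR2E3 plus biotinylated RetCOR corepressor | input = 1.35 nM GST-NR2E3 | also added = 7 nM biotin-RetCOR | schedule = 5 h incubation at 4 °C | measured by = TR-FRET with europium anti-GST and streptavidin-D2, 340 nm excitation | read-out = percent loss of FRET ratio relative to control wells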
# Shn3 3UTR inh – inhibitors of Schnurri-3 3'UTR reporter in osteoblasts | Clone20 osteoblast Shn3 3'UTR firefly luciferase, 24 h | inhibition, % at 12.5 µM | AID 588674 | 360,000 tested, 0.52% active;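 active means mean inhibition of at least 75% with every replicate also reaching 75%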;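 further: 0% = median of neutral control wells and 100% = pilot-screen positive control compound; some compounds past the cut are filed as inactive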
# iPSC survival up – increases survival of single human iPS cells | hiPSC single-cell survival, ATPlite luminescence; 100% = ROCK inhibitor wells, 0% = DMSO | survival enhancement, % at 20 µM | 360,000 tested, 0.044% active | AID 602274; in the data active means survival enhancement above about 18%;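 further: cells exposed to compounds for 16 hours before the ATP read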
# Peg3 promoter – inhibitors of Peg3 promoter; inhibition, % at 20 µM; HeLa PEG-Prom luciferase reporter, luminescence, overnight; 360,000 tested, 1.7% active;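 active means inhibition of at least 50% at 20 µM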
# TRPM1 prom inh – reduces MITF-dependent TRPM1 promoter luciferase signal. AID 488899. inhibition, % at 12.5 µM. 330,000 tested, 0.83% active. SK-MEL-5 TRPM1 promoter luciferase, 24 h;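 active means mean inhibition across replicates of 60% or more, whatever share of single replicates reaches that level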; further: values of inactives mirror those of a sister screen read the other way
# aDG glyco act – alpha-DG glycosylation activation; Pro5-aDG cells, alpha-DG glycosylation AlphaScreen (IIH6); 0% Pro5, 100% B10-LARGE cell signal; activation, % at 10 µM; 360,000 tested, 0.22% active;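 active means activation of at least 8% versus controls, or a plate z-score of at least 8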;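 further: Pro5 are CHO cells carrying HIG-tagged alpha-DG that lacks glycosylation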
# HIF-2a block – blocks HIF-2a reporter activity. 360,000 tested, 0.72% active. AID 624352. inhibition, % at 18.8 µM. 786-0 RCC cells HIF-2a reporter, luciferase luminescence, overnight;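 active means inhibition of the luminescence signal of 40% or more relative to plate controls, in a single-dose primary screen at 18.75 µM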
# Starred values were filed as active, the others as inactive; / = not tested or not shown.
SMILES,KKLEB cytotox,TWEAK-Fn14 inh,NR2E3 ag-1,CF NFkB block,NR2E3 ag-2,Shn3 3UTR inh,iPSC survival up,Peg3 promoter,TRPM1 prom inh,aDG glyco act,HIF-2a block
CCN(C(=O)CN1C(=O)/C(=C/c2ccccc2F)SC1=S)C1CCS(=O)(=O)C1 (stereo not drawn),0,-3,-8,17,-1,-11,-0.4,5,13,0.2,15
CCOc1ccc(CNc2ncnc(N)n2)cc1,-8,-23,-6,4,1,-2,-0.3,1,2,0.1,23
O=C(NC1CCCc2ccccc21)C1CCC(CNc2c(N3CCOCC3)c(=O)c2=O)CC1 (stereo not drawn),2,18,-5,-13,3,-30,-1.9,19,/,-0.3,14
O=C(CNC(=O)C1COc2ccccc2O1)N/N=C/c1ccc(O)cc1O (stereo not drawn),12,-7,-38,7,-5,-1,-1.0,33,48,0.2,9
CCCOC(=O)c1ccc(OCC(O)CN2CCN(C(=O)c3ccccc3)CC2)cc1 (stereo not drawn),-3,1,-13,4,4,8,-3.1,6,-12,0.3,2
CCN(Cc1ccncc1)Cc1cn[nH]c1-c1ccc(OC)cc1F,2,-15,-22,-7,0,17,-0.4,14,9,0.4,9
C/C(CC(=O)NC12CC3CC(CC(C3)C1)C2)=N\NC(=O)c1ccc(F)cc1,-8,-4,-35,9,3,-11,0.2,3,/,0.0,-14
COc1ccc([C@@H]2[C@H]3CN(C(C)=O)CC=C3C(C#N)=C(N)C2(C#N)C#N)c2ccccc12,2,-14,2,-8,/,/,2.8,2,11,0.0,14
CC(=O)CC(C)(C)Nc1nc2cc([N+](=O)[O-])ccc2o1,2,0,-5,-6,-1,-14,1.1,-5,-6,0.0,-23
COc1ccc(C)cc1S(=O)(=O)N(C)CC(=O)Nc1ccccc1,0,-4,-24,1,0,-3,9.0,9,4,0.1,5
Cc1csc(NC(=O)CSc2nnc(Cc3cccn3C)n2CCc2ccccc2)n1,-1,21,-31,9,-1,14,-0.5,6,-1,-0.1,5
O=C(c1cc2ccccc2oc1=O)N1CCN(c2ccc(N3CCOCC3)nn2)CC1,-11,-9,-40,12,2,11,1.4,6,-8,-0.2,-19
CC(C)CC(=O)Nc1cccc2c1C(=O)N(c1ccccc1)C2=O,0,6,-42,2,2,-12,-1.4,-7,-7,0.1,4
COc1ccc(CC(=O)N(C)CC(=O)Nc2c(C)cccc2C)cc1S(=O)(=O)N1CCOCC1,5,12,3,12,0,-30,-0.1,-2,5,-0.2,16
O=C(CCNC(=O)C1CCN(S(=O)(=O)c2ccc(F)cc2)CC1)NCc1ccccc1Cl,-1,-8,-9,-6,0,2,0.6,27,2,0.0,7
Cc1ccccc1CNC(=O)c1ccccc1C,10,-1,12,0,2,-10,3.0,1,9,-0.1,-3
CCOc1ccc(C(=O)NN2C(=S)NC(C)(C)C=C2C)cc1,-6,19,9,-10,-1,-22,-0.3,-76,4,-0.1,-120
Cn1c(Cn2cnc3ccccc32)nnc1SCc1ccccc1,4,4,4,-4,2,8,-1.8,1,-5,0.1,21
COC(=O)c1c(C)[nH]c(C(=O)CN(C)CC(=O)Nc2cccc(F)c2)c1C,-2,-21,-32,12,5,4,-1.1,-12,3,-0.4,-57
FC(F)(F)c1cccc(N2CCN(C(=S)NC3CCCCC3)CC2)c1,2,27,-14,-2,-3,49,-2.3,17,4,0.7,-15
COc1cccc(-c2c[nH]c(=O)[nH]c2=O)c1,19,-1,-2,-14,1,-7,0.6,10,6,0.2,13
Cc1cc(NS(=O)(=O)c2ccc(CC(C)C)cc2)no1,-15,11,-5,-5,1,-59,0.3,-1,-1,0.1,5
COc1ccc(CN(C)C(=O)c2ccc(NS(=O)(=O)c3ccc(F)cc3)cc2)c(OC)c1OC,-16,13,24,29,0,22,0.2,6,-16,0.0,2
O=C(NCC1(N2CCCCC2)CCCCC1)c1ccc(NS(=O)(=O)c2ccc(F)cc2)cc1,-7,-4,17,-7,2,-7,-0.5,-1,-15,0.2,14
O=C1N=C(N2CCCCC2)SC1=C1CCCC1,6,-38,-52,-2,-4,-22,0.1,-117,-22,0.1,-180
CCC(NS(=O)(=O)c1cn(C)nc1C)c1ccccc1 (stereo not drawn),0,-12,-20,8,3,-14,1.8,10,10,0.0,6
COc1ccc(CNc2ncc(-c3ccccc3)n2C)c(OC)c1OC,9,-18,-21,-12,-2,2,-0.2,-4,6,0.0,-1
O=C(CSc1nc2ccccc2o1)N1c2ccccc2Sc2ccccc21,12,13,2,2,-2,-3,1.4,12,-3,0.1,30
COc1cc(NS(=O)(=O)c2ccc(F)cc2)c(C(=O)O)cc1OC,6,-11,10,-5,1,0,-3.0,-2,12,2.6,4
CC(=O)Nc1ccc(NC(=O)CN(c2ccc([N+](=O)[O-])cc2)S(=O)(=O)c2ccccc2)cc1,2,-11,-14,9,3,5,-0.2,7,-4,0.1,8
Cc1ccc(C(CNC(=O)Nc2ccccc2)N2CCN(C)CC2)cc1 (stereo not drawn),12,-11,-5,-10,0,-5,-0.4,5,-6,0.1,-7
CCOC(=O)c1c(-c2ccccc2)oc2ccc(OC)cc12,-4,4,-37,0,3,0,0.2,4,-3,0.0,-11
Cc1c(CCC(=O)O)c(=O)n2c([nH]c3ccccc32)c1C#N,-9,13,-5,5,2,-1,-0.5,-4,3,-0.1,12
Cc1cccc(C)c1NC(=O)CCCSc1nnc(-c2ccc(Cl)cc2)n1-c1ccccc1,-7,25,-12,-6,0,31,-1.2,26,4,1.1,18
CCCCCOc1ccc(N2C(=O)C3C4C=CC(C3C2=O)N(C)C4=O)cc1 (stereo not drawn),4,-12,-4,-12,-6,1,3.4,-1,-6,0.1,-1
C[C@H](CO)N1C[C@H](C)[C@H](CN(C)C(=O)c2ccccc2F)Oc2ncc(Br)cc2C1=O,3,14,-23,-9,/,-24,-0.4,-9,/,0.1,9
COc1ccc(CCNC(=O)c2sc3ccccc3c2Cl)cc1OC,0,0,-14,-8,0,-9,3.2,-7,-7,1.0,-12
CCc1nc2ccccc2n1Cc1ccccc1F,-5,-1,-22,5,2,-17,0.8,5,5,0.7,18
CCOC(=O)c1cc2c(=O)n3cccc(C)c3nc2n(CCCOC)c1=NC(=O)c1cccnc1,-7,-1,-35,-1,3,9,-3.0,25,5,-0.2,17
CC(C)c1ccc(S(=O)(=O)c2n[nH]n3c2nc(=O)c2ccccc23)cc1,-9,12,-28,16,1,0,-0.1,2,3,0.0,-3

# Structures from the list above that contain a nitro group on carbon:
SMILES,KKLEB cytotox,TWEAK-Fn14 inh,NR2E3 ag-1,CF NFkB block,NR2E3 ag-2,Shn3 3UTR inh,iPSC survival up,Peg3 promoter,TRPM1 prom inh,aDG glyco act,HIF-2a block
CC(=O)CC(C)(C)Nc1nc2cc([N+](=O)[O-])ccc2o1,2,0,-5,-6,-1,-14,1.1,-5,-6,0.0,-23
CC(=O)Nc1ccc(NC(=O)CN(c2ccc([N+](=O)[O-])cc2)S(=O)(=O)c2ccccc2)cc1,2,-11,-14,9,3,5,-0.2,7,-4,0.1,8

# Next entries follow.
SMILES,KKLEB cytotox,TWEAK-Fn14 inh,NR2E3 ag-1,CF NFkB block,NR2E3 ag-2,Shn3 3UTR inh,iPSC survival up,Peg3 promoter,TRPM1 prom inh,aDG glyco act,HIF-2a block
NC(=O)c1ccsc1NC(=O)c1ccc(S(=O)(=O)N2CCCC2)cc1,-12,-17,-15,19,-2,-37,0.8,-120,-25,0.0,-198
Cc1cc(Br)cc(C)c1NC(=O)c1ccc(C#N)cc1F,5,25,-11,0,-1,0,-0.7,29,-6,1.5,16
CC(=O)N1CCN(c2ccc(Nc3nc(C)nc4c3oc3ccccc34)cc2)CC1,2,18,-21,-12,-4,-1,0.8,6,8,-0.3,-12
COc1ccccc1CN1CCc2c([nH]c3ccccc23)C1,-2,-23,0,-12,-3,3,-0.4,10,8,0.2,11
COc1cccc(Nc2nnc(SCC(=O)Nc3sccc3C(N)=O)s2)c1,-7,42,-60,17,-1,63,-0.4,20,18,0.1,-14
Cc1ccc(S(=O)(=O)Cc2c(C)noc2C)cc1,-5,13,-9,7,3,-14,-3.4,1,2,-0.1,3
O=C(OCC(=O)N1CCN(C(=O)c2ccco2)CC1)c1sc2cc(F)ccc2c1Cl,2,-6,-10,-1,0,2,1.1,10,-3,-0.1,0
Cc1ccc(S(=O)(=O)N2CCOCC2)cc1NC(=O)CSc1nccn1C,4,18,7,-1,2,-2,4.0,6,13,-0.2,23
Cc1cc(OCC(=O)Nc2nnc(C3CC3)s2)ccc1[N+](=O)[O-],-1,3,1,6,2,23,0.0,9,-3,-0.1,16
CN1N=C(C(=O)N2CCN(c3ccc([N+](=O)[O-])cc3)CC2)CCC1=O,2,-1,4,4,-2,-15,0.0,11,-17,0.2,22
CCCOc1ccc(/C=N/NC(=O)c2nnn(-c3nonc3N)c2-c2cccs2)cc1OC,-3,9,-7,-6,-3,9,0.7,-6,-18,0.3,-12
Cc1cccc(-c2cc3nc(-c4ccccc4)cc(N4CCC5(CC4)OCCO5)n3n2)c1,-6,-6,6,-4,0,11,-0.9,23,9,0.5,-11
COc1ccc(CNC(=O)CC2C[C@H](C(=O)N(C(C)C)C(C)C)[C@@]3(C)c4[nH]c5ccccc5c4CCN3C2=O)cc1OC (stereo partly drawn),0,1,-12,-10,/,4,-0.8,2,13,-0.1,9
CC(C)(C)C(=O)NNC(=O)c1cc2sccc2s1,6,-2,5,-4,-3,4,-0.5,11,5,-0.2,10
COc1ccc(N2CCN(C(=O)[C@@H](NC(=O)c3ccccc3Cl)C(C)C)CC2)cc1,3,42,3,5,-1,0,-0.2,9,1,0.2,9
O=C(OC1C2C=CC1C1C(=O)NC21)c1ccccc1 (stereo not drawn),0,6,-9,12,/,-12,8.5,3,/,-0.2,7
COc1cc(/C=N/NC(=O)C23CC4CC(CC(C4)C2)C3)cc(Br)c1O,8,-24,-4,-12,0,11,-0.8,-3,8,-0.2,4
O=S(=O)(Nc1nccs1)c1cnc(Cl)c(Br)c1,6,3,-28,-6,-5,-21,4.3,5,1,-0.3,-3
O=C(NNC(=O)c1ccc(NC(=O)c2ccccc2)cc1)c1ccccc1,15,-24,-12,-13,2,-9,-0.1,9,6,0.0,7
O=C(NCCCN1CCCC1)c1ccc(CSCc2cccc(Cl)c2)o1,9,-11,1,1,1,-1,1.5,9,-5,1.1,6
COc1ccc(C(=O)Nc2cc([N+](=O)[O-])ccc2N2CCN(C)CC2)cc1,4,5,-28,-3,3,-1,2.3,5,9,-0.5,5
C[C@@H]1CN([C@@H](C)CO)S(=O)(=O)c2ccc(Br)cc2O[C@H]1CN(C)Cc1ccncc1,-18,2,-19,6,/,-2,0.9,14,/,0.2,7
COc1ccc(C=Cc2ccc3ccccc3n2)c(OC)c1,-37,2,-10,1,/,33,-4.2,-57,/,0.3,11
COc1ccc(CC(=O)NCCS(=O)(=O)N2CCN(c3ccccc3OC)CC2)cc1,11,7,-4,3,2,10,-0.5,15,-1,-0.2,9

# Screening data deposited in PubChem BioAssay by several laboratories.
